Screens deposited in PubChem BioAssay by Sanford-Burnham Center for Chemical Genomics.
IAP activation = activators of mouse IAP, confirmation, biochemical, luminescence, single concentration (AID 434970); activity change, negative = activation, % at 10 µM; purified mouse IAP, CDP-Star luminescence, 30 min; stronger effect = lower value; 11,000 tested, 2.9% active; in the data active = activity change below about -85%;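 also: percent relative to enzyme plus DMSO wells and wells without enzyme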
IAP activation Fold change = second read-out of IAP activation, no call of its own (marks repeat the call); activation factor; measured here: IAP activation factor; stronger effect = higher value;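 fold luminescence change scaled to plate control wells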
* = called active by the depositor. This is a subset (hit frequency here may not be typical).

SMILES	IAP activation	IAP activation Fold change
O=C(Oc1cccc(NC(=O)c2ccco2)c1)c1cccc(S(=O)(=O)N2CCCCC2)c1	9.1	0.909
O=S(=O)(Nc1nc(-c2sccc2Cl)cs1)c1cc(Cl)ccc1Cl	4.4	0.956
Cc1csc(=O)n1CC(=O)OCc1cccc2ccccc12	4.0	0.96
COCCSc1nnc(-c2cnccn2)o1	3.6	0.964
CC(C)NC[C@@H](O)c1ccc(O)c(O)c1	-13.1	1.13
O=C(CCCCCn1c(=O)[nH]c2ccsc2c1=O)NCc1ccc(F)cc1	-0.6	1.01
COc1cccc(NC(=O)NC2CCN(Cc3nnnn3Cc3ccc4c(c3)OCO4)CC2)c1	-58.1	1.58
CC(C)NS(=O)(=O)c1ccc(CCC(=O)NCc2cccnc2)cc1	-4.8	1.05
CCOC(=O)N1CCN(C(=O)c2ccc3c(=O)n(CCOC)c(=O)[nH]c3c2)CC1	-14.5	1.15
COc1ccc(CCNC(=O)c2ccc(CS(=O)(=O)c3ccc(C)cc3)o2)cc1OC	5.8	0.942
CC(=O)c1ccccc1OCCn1nnc(-c2ccc(C)cc2)n1	12.6	0.875
CCOc1ccc(NCCC#N)cc1	8.0	0.92
CN(C)CC(=O)Nc1ccc(S(N)(=O)=O)cc1	-4.8	1.05
O=C(OCC1OC2C(Oc3nc(=O)ccn32)C1O)c1ccccc1 (stereo unspecified)	-1.5	1.02
CC(C)c1ccc(N(CC(=O)Nc2ccc(S(=O)(=O)N3CCOCC3)cc2)S(C)(=O)=O)cc1	-12.1	1.12
O=C1NC(=O)/C(=C\c2ccc(O)cc2O)S1	85.3	0.147
Cc1cc(C)cc(NC(=S)NCc2ccc3c(c2)OCO3)c1	-80.9	1.81
CC[C@]1(C(=O)OC)[C@H]2C(=O)N(Cc3ccccc3)C(=O)[C@H]2[C@H]2CN=C(SCc3ccc(Cl)cc3)N21	5.2	0.949
O=C(c1cccc(F)c1)N1CCN(c2cccc(C(F)(F)F)c2)CC1	8.3	0.917
CC[C@]12c3[nH]c4cc(-c5ccco5)ccc4c3CCN1C(=O)[C@@H](CC(=O)NC(C)(C)C)C[C@@H]2C(=O)N1CCN(C(=O)C2CC2)CC1	1.6	0.984
CN(C)S(=O)(=O)c1ccc(NC(=O)c2c(F)cccc2Cl)cc1	-5.0	1.05
CCCC1(CCC)NC(=O)N(CC(=O)Nc2ccccc2OC)C1=O	9.9	0.901
c1ccn2c(CNc3ncnc4sccc34)nnc2c1	5.1	0.949
Cc1nnc(NC(=O)c2ccc(S(=O)(=O)N(C)Cc3ccccc3)cc2)o1	-5.3	1.05
O=C1/C(=C/c2ccco2)CCc2ccccc21	-4.0	1.04
CC(C)Cn1c(N)c(C(=O)CSc2ccc3c(c2)OCCO3)c(=O)n(C)c1=O	-4.0	1.04
Fc1ccc(OCc2nnc(SCCN3CCOCC3)o2)cc1	6.2	0.938
N#Cc1ccccc1/C=N/Nc1nc(-c2ccccc2)c2cc(Br)ccc2n1	9.1	0.909
O=C(c1ccco1)N1CCN(c2ncnc3c2[nH]c2ccccc23)CC1	8.9	0.911
COc1cc(C(=O)NCc2nnc(SCC(=O)Nc3cccc(C)c3)o2)cc(OC)c1OC	-27.5	1.27
CCOc1cccc(/C(O)=C2/C(=O)C(=O)N(Cc3cccnc3)C2c2ccco2)c1 (stereo unspecified)	5.2	0.948
COc1ccc(Cc2nnc(N)s2)cc1	5.9	0.941
Cc1cc(N=Cc2c(O)n(-c3ccc4c(c3)OCO4)c(=O)c3ccccc23)ccn1	7.2	0.927
O=C1COc2ccc(C(=O)COC(=O)C3CCN(S(=O)(=O)c4cccs4)CC3)cc2N1	6.4	0.936
S=C(NCCCc1ccccc1)Nc1ccccc1Cl	-26.2	1.26
COC(=O)c1ccc(NC(=S)NC2CCCCC2C)cc1 (stereo unspecified)	-49.5	1.5
Cc1ccc(C2=N/C(=C/N3CCOCC3)C(=O)O2)cc1	-4.3	1.04
CCOC(=O)C1(c2csc(N)n2)COC(=O)C1 (stereo unspecified)	5.9	0.941
O=C(O)Cn1c(O)c(C=Nc2ccccc2)sc1=S	16.9	0.831
Cc1cc(C)cc(N2C(=O)CSC2c2cccs2)c1 (stereo unspecified)	7.3	0.926
COc1cc(/C=N\Nc2nc3ccccc3[nH]2)cc(OC)c1OC	3.5	0.966
O=C(CSc1n[nH]c(-c2ccccc2)n1)c1ccc(O)c(O)c1	69.0	0.31
CC(=O)N1C2CCCCC2S[C@H]2CCCCC21 (stereo partly specified)	5.5	0.946
Nc1ncnc2c1ncn2[C@@H]1O[C@H](CNC(=O)[C@@H](N)C2CCCCC2)[C@@H](O)[C@H]1O	-0.8	1.01
CC1=C(C)/C(=N/OC(=O)c2cccc([N+](=O)[O-])c2)C=CC1=O	5.2	0.948
O=C(C[C@H]1C[C@H](C(=O)N2CCOCC2)[C@@]2(CCC3CCCC3)c3[nH]c4ccc(Cl)cc4c3CCN2C1=O)NCc1ccco1	-21.9	1.22
CCC(C(=O)O/N=C(\N)c1ccc(Cl)cc1)c1ccccc1 (stereo unspecified)	-3.9	1.04
Cc1cc(C)n(-c2nc3c(c(=O)[nH]c(=O)n3C)n2CC(O)COc2ccc(Cl)cc2Cl)n1 (stereo unspecified)	0.0	0.999
CN(C(=O)CSCC(=O)O)C1CCCCC1	-17.7	1.18
COC(=O)[C@@]1(Cc2ccccc2)[C@H]2C(=O)N(C)C(=O)[C@H]2[C@H]2CN=C(SCC3CC3)N21	1.3	0.986

Arranged by molar mass (descending): part of the list above
SMILES	IAP activation	IAP activation Fold change
O=C(C[C@H]1C[C@H](C(=O)N2CCOCC2)[C@@]2(CCC3CCCC3)c3[nH]c4ccc(Cl)cc4c3CCN2C1=O)NCc1ccco1	-21.9	1.22
COC(=O)[C@@]1(Cc2ccccc2)[C@H]2C(=O)N(C)C(=O)[C@H]2[C@H]2CN=C(SCC3CC3)N21	1.3	0.986
COc1cc(/C=N\Nc2nc3ccccc3[nH]2)cc(OC)c1OC	3.5	0.966

Additional results.
SMILES	IAP activation	IAP activation Fold change
O=C1c2ccccc2[C@@H]2C[C@@H](O)[C@H](Nc3cccc(Cl)n3)CCN12	-0.8	1.01
CCOC(=O)CN(C(=O)CN1CCC(n2nnc3cc(C)ccc32)CC1)c1ccccc1	1.8	0.982
O=C(COc1ccc(Br)cc1)N/N=C1\SCC(=O)N1c1ccc(F)cc1	13.6	0.864
COc1cccc(OCC(=O)Nc2ccccc2NC(C)=O)c1	-8.2	1.08
COC(=O)[C@@]1(C)[C@H]2C(=O)N(Cc3ccccc3)C(=O)[C@H]2[C@H]2CN=C(SCc3ccc(C)cc3)N21	6.8	0.932
Cc1cc(Cl)ccc1OC(C)C(=O)Nc1ccccc1N1CCOCC1 (stereo unspecified)	2.9	0.972
Cc1csc(-c2cnn(-c3ccccc3)c2NC(=O)c2cccc(C(F)(F)F)c2)n1	-3.2	1.03
N#CC1=C(N)OC(c2ccccc2)=C(C#N)C1c1ccc2c(c1)OCO2 (stereo unspecified)	6.8	0.931
COC(=O)C[C@H](NC(=O)Cn1cnc2c(NCc3ccccc3)ncnc21)C(=O)OC	3.0	0.97
O=C(NCCCN1CCCC1=O)NC1CCCCC1	-4.5	1.05

The closing seven compounds of the part before are carried over, then new ones follow:
SMILES	IAP activation	IAP activation Fold change
COc1cccc(OCC(=O)Nc2ccccc2NC(C)=O)c1	-8.2	1.08
COC(=O)[C@@]1(C)[C@H]2C(=O)N(Cc3ccccc3)C(=O)[C@H]2[C@H]2CN=C(SCc3ccc(C)cc3)N21	6.8	0.932
Cc1cc(Cl)ccc1OC(C)C(=O)Nc1ccccc1N1CCOCC1 (stereo unspecified)	2.9	0.972
Cc1csc(-c2cnn(-c3ccccc3)c2NC(=O)c2cccc(C(F)(F)F)c2)n1	-3.2	1.03
N#CC1=C(N)OC(c2ccccc2)=C(C#N)C1c1ccc2c(c1)OCO2 (stereo unspecified)	6.8	0.931
COC(=O)C[C@H](NC(=O)Cn1cnc2c(NCc3ccccc3)ncnc21)C(=O)OC	3.0	0.97
O=C(NCCCN1CCCC1=O)NC1CCCCC1	-4.5	1.05
Cc1cc(Cl)c(S(=O)(=O)NCCC(=O)O)cc1OCC(N)=O	-6.8	1.07
Cc1ccc2c(c1)nnn2C1CCN(C(=O)c2cccs2)CC1	-8.9	1.09
Cc1cc(C)nc(NS(=O)(=O)c2ccc(-n3cccc3)cc2)n1	-3.8	1.04
COCCCNC(=O)C[C@H]1C[C@H](C(=O)N(C(C)C)C(C)C)[C@@]2(C)c3[nH]c4cc(CCC(=O)N(C)C)ccc4c3CCN2C1=O	-11.2	1.11
O=C(O)c1cc(-c2ccco2)[nH]n1	68.0	0.321
COc1ccccc1-c1cc(C(F)(F)F)nc(N2CCCC2)n1	6.2	0.939
Cc1occc1C(=O)NCc1cccc(CNC(=O)c2ccoc2C)c1	-5.2	1.05
Cc1ccc(N2C(=O)[C@@H]3[C@H](C2=O)C2CCCN2[C@@H]3C(=O)c2ccccc2)cc1 (stereo partly specified)	2.5	0.976
Cc1ccccc1OCC(=O)NC(=S)Nc1ccc(N2CCOCC2)c(Cl)c1	7.8	0.922
COCCCNC(=O)CC1C[C@H](C(=O)N2CCCCC2)[C@@]2(CCc3ccccc3)c3[nH]c4ccc(OC)cc4c3CCN2C1=O (stereo partly specified)	-11.4	1.11
O=C(NCC1CCCO1)c1cc(-c2ccco2)nc2ccccc12 (stereo unspecified)	-9.0	1.09
O=C(Nc1cccnc1Cl)c1cccnc1Cl	-7.1	1.07
Cc1ccc(S(=O)(=O)N2CCOCC2)cc1NC(=O)COC(=O)CCC(=O)c1cccs1	1.6	0.984
Cc1ccc(S(=O)(=O)N(C)C[C@@H]2Oc3ccc(NC(=O)Nc4cccc5ccccc45)cc3C(=O)N([C@H](C)CO)C[C@H]2C)cc1	-113.2*	2.13*
O=C(Cc1ccccc1)Nc1nnc(-c2cccs2)s1	-7.4	1.07
COc1ccc(O)c(/C=c2/sc3nc4cc(C)c(C)cc4n3c2=O)c1	4.6	0.954
COc1ccc2c(C)c(C(=O)O)oc2c1	6.7	0.933
Cc1cc(C)n(CCc2nc3c4ccccc4n(CC#N)c(=O)n3n2)n1	1.2	0.988
Clc1cc(Br)ccc1OCCn1ccnc1	6.8	0.932
CCOc1cc(/C=C2\NC(=S)N(c3c(C)n(C)n(-c4ccccc4)c3=O)C2=O)ccc1O	20.9	0.791
CN(C)S(=O)(=O)c1ccc(Oc2ccccc2)cc1	-11.0	1.11
CCOc1ccccc1NC(=S)N1C2CCC1CC(NC(=O)NC13CC4CC(CC(C4)C1)C3)C2 (stereo unspecified)	-56.6	1.57
COc1ccc(-c2nnc(SC(C)C(=O)Nc3cccc(Cl)c3)o2)cc1 (stereo unspecified)	6.5	0.935
Cc1ccc(S(=O)(=O)N2CCN(C(=O)CCC(=O)OCC(=O)Nc3cccc(C#N)c3)CC2)cc1	-10.6	1.11
O=C(Nc1cccc(F)c1)c1ccccc1	-0.8	1.01
Cc1cc(SCC(=O)c2ccccc2)nc(SCC(=O)c2ccccc2)n1	5.1	0.949
COc1cc(/C=C2/CCC/C(=C\c3cc(O)c(OC)c(Cl)c3)C2=O)cc(Cl)c1O	29.4	0.706
Cc1nn2c(-c3ccccc3)nnc2c2ccccc12	-1.9	1.02
FC(F)(F)c1cc(-c2ccco2)nc(NCCc2ccccc2)n1	8.0	0.92
Cc1cc(C)n2nc(SCc3ncc(-c4ccccc4)o3)nc2n1	1.2	0.988
COc1ccc(-c2cc(C(F)(F)F)nc(NCc3ccco3)n2)cc1OC	8.4	0.915
Cc1ccc(CNC(=O)/C(C#N)=C\c2ccc(N(C)C)cc2)cc1	18.4	0.817
CCCCCC1=C(C(=O)OC)C(C(=O)OCC)N(S(=O)(=O)C(F)(F)F)c2ccccc21 (stereo unspecified)	5.5	0.945
Cc1nnc(SCCn2c(N3CCCCC3)nc3c2c(=O)n(C)c(=O)n3C)s1	-7.1	1.07
CCOC(=O)c1nnn(CC(=O)N2N=C(c3cccc4ccccc34)CC2c2ccccc2)c1C(=O)OCC (stereo unspecified)	4.9	0.951
Cc1[nH]nc2c1C(c1ccccc1)C1=C(CC(C)(C)CC1=O)N2 (stereo unspecified)	4.8	0.953
C[C@]12c3[nH]c4cc(-c5ccco5)ccc4c3CCN1C(=O)[C@@H](CC(=O)NCc1cccc(C(F)(F)F)c1)C[C@@H]2C(=O)N1CCOCC1	-10.7	1.11
O=c1oc2cc(OCc3ccc([N+](=O)[O-])cc3)ccc2c2c1CCCC2	9.2	0.909
O=C(Cn1cnc2c(NCc3ccccc3)ncnc21)NCc1nc2ccccc2[nH]1	1.9	0.981
COc1ccccc1N1CCN(C2=NS(=O)(=O)c3ccccc32)CC1	-10.3	1.1
CCCSc1nc(C)c2cc(C)cc(C)c2n1	12.8	0.873
Cc1ccc(CNC(=O)c2ccc(NS(=O)(=O)c3c(C)noc3C)cc2)cc1	-11.4	1.11
COC(=O)c1ccc(OC)c(CSc2nnc(-c3ccc(C(C)(C)C)cc3)o2)c1	4.2	0.958
Brc1ccc(-c2nnc3n2C2(CCCC2)Cc2ccccc2-3)o1	10.7	0.893
O=C(Cc1ccc(Cl)cc1Cl)OCC(=O)c1ccc[nH]1	-8.0	1.08
O=C(CCCn1c(=S)[nH]c2ccccc2c1=O)NCc1ccco1	3.8	0.962
O=C1COc2ccc(C(=O)CSc3nnc(Cc4cccs4)n3-c3ccccc3)cc2N1	4.0	0.96
Cc1ccc(C(=O)Nc2nc(-c3ccco3)c(-c3ccco3)s2)o1	68.4	0.316
O=C1[C@@H](Oc2ccccc2)[C@@H](c2cnc3ccccc3c2)N1c1ccccc1	4.9	0.951
Cc1ccc(SCC(=O)NCCN2C(=O)CSC2=O)c(C)c1	1.8	0.982
COc1cc(C(=O)N2CCN(C(=O)CC(C)C)CC2)cc(OC)c1OC	-5.7	1.06

Some of the entries above, reformatted:
Cc1cc(C)n2nc(SCc3ncc(-c4ccccc4)o3)nc2n1
  IAP activation = 1.2	IAP activation Fold change = 0.988
COc1ccc(-c2cc(C(F)(F)F)nc(NCc3ccco3)n2)cc1OC
  IAP activation = 8.4	IAP activation Fold change = 0.915
Cc1ccc(CNC(=O)/C(C#N)=C\c2ccc(N(C)C)cc2)cc1
  IAP activation = 18.4	IAP activation Fold change = 0.817
